HT1080 IDH1KD tx: toxicity to HT-1080 IDH1 knockdown cells (counter line). AID 686971. actives 2% (n = 360,000). Potency, µM (top dose mostly 46.1 µM), for the others: at the highest dose activity, negative = toxicity, usual class: cytotoxic. HT-1080 IDH1 knockdown viability, ATP luminescence, 48 h;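 note: potency is the fitted concentration of half-maximal effect; 0% = DMSO wells and -100% = cell-free medium wells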
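Using the IDH1-knockdown HT-1080 line run in the same batch and compound series as the NT line, viability after 48 h at 37 °C was determined by CellTiter-Glo luminescence and expressed as % activity.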
SW480 rerep: DNA re-replication induction in SW480 cells. SW480 DNA re-replication, Hoechst DNA content imaging, 48 h. Potency, µM (doses to about 46.1 µM), for inactives: top-dose re-replication activation, hits mostly activators. actives 1.8% (n = 340,000); note: potency is the fitted concentration of half-maximal effect; % of control where 0% means no effect; nearly all actives have a fitted effect of over 55% in size
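Hoechst fluorescence of nuclei (405 nm excitation, 500-530 nm emission) measured by plate-scanning imager after 48 hr compound exposure at 37 C; re-replication scored as increased number of nuclei with elevated intensity.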
HT1080NT lethal: kills 2HG-producing HT-1080-NT fibrosarcoma cells. HT-1080-NT fibrosarcoma viability, CellTiter-Glo ATP luminescence, 48 h. Potency, µM (top dose mostly 46.1 µM), inactives show at the top dose activity, negative = less viability, most hits filed as cytotoxic. actives 1.6% (n = 360,000). AID 686970;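 note: NT is the 2HG producing partner of a matched IDH1 knockdown line; potency is the fitted concentration of half-maximal effect; 0% = DMSO-treated cells and -100% = media-only wells without cells; nearly all actives have a fitted effect of over 55% in size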
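HT-1080-NT; 750 cells/well; 5% FBS RPMI; 48 h compound, 37 degrees C; CellTiter-Glo luminescence; curve fitting and curve-class assignment.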
ATXN2 expr inh: ATXN2 expression inhibition; Potency, µM (doses to about 57 µM), inactives show at the top dose activity change, negative = inhibition, usual class: inhibitors; actives 0.72% (n = 360,000); HEK-293 ATXN2-luciferase reporter, luminescence, 24 h; note: potency is the fitted concentration of half-maximal effect; % is set by controls: 0 for no effect and ±100 for the full control effect; nearly all actives have a fitted effect of over 55% in size
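ATXN2-luciferase reporter cells (luciferase flanked by upstream and downstream ATXN2 gene portions) were treated 24 h at 37 °C with compounds at up to 57 uM. SteadyGlo luminescence gave expression; GF-AFC fluorescence gave viability.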
IL-1B inflam inh: inflammasome signaling inhibition, IL-1 beta readout. AID 743279. THP-1 LPS/ATP IL-1B secretion, AlphaLISA, 16 h; active compounds read low. actives 4.7% (n = 360,000). activity change, % at 57.5 µM; in the data active = activity change below about -50%; inconclusive = mostly about -30% to -49%; note: % is set by controls: 0 for no effect and ±100 for the full control effect
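THP-1 cells pretreated 1 hr with compounds (up to 57.5 uM final), then stimulated with LPS (250 ng/mL final) plus ATP (1.25 mM final); secreted IL-1B measured by AlphaLISA after 16 hr, decreased signal indicating inhibition.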
ATXN viability: cell viability loss in ATXN counter-screen | actives 0.49% (n = 400,000) | S2 cells (HEK-293 line with an ATXN2-luciferase reporter) viability, CellTiter-Fluor protease fluorescence, 24 h | Potency, µM (top dose mostly 56.7 µM), hits mostly cytotoxic | AID 651635; note: potency is the fitted concentration of half-maximal effect; nearly all actives have a fitted effect of over 40% in size
KB-3-1 tox: kills parental KB-3-1 adenocarcinoma cells | Potency, µM (doses to about 46.1 µM), inactives show at the top dose activity change, negative = cytotoxic, usual class: cytotoxic | KB-3-1 viability, CellTiter-Glo ATP luminescence, 72 h | actives 1.4% (n = 400,000) | AID 1347075; note: potency is the fitted concentration of half-maximal effect; % is set by controls: 0 for no effect and ±100 for the full control effect; nearly all actives have a fitted effect of over 60% in size
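Cells are dispensed, compounds pinned in, plates held at 37 °C for 72 h, then CellTiter-Glo is added and luminescence read after 10 minutes. Cell line: parental KB-3-1 in phenol-red-free DMEM, 10% FBS.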
MCF10A rereplic: induces DNA re-replication in MCF 10a normal breast cells; MCF 10A DNA re-replication, Hoechst nuclear intensity, 48 h; Potency, µM (doses to about 46.1 µM), inactives show at the highest dose activity, positive = re-replication, hits mostly activators; actives 2.9% (n = 350,000); AID 624296; note: potency is the fitted concentration of half-maximal effect; % of control where 0% means no effect; nearly all actives have a fitted effect of over 50% in size
KB-V1 cytotox: kills drug-selected multidrug resistant KB-V1 cells | KB-V1 MDR cells viability, CellTiter-Glo, 72 h | Potency, µM (highest dose often 46.1 µM), inactives show at the highest dose activity change, negative = cytotoxicity, hits mostly cytotoxic | actives 3.4% (n = 400,000); note: potency is the fitted concentration of half-maximal effect; % is set by controls: 0 for no effect and ±100 for the full control effect; nearly all actives have a fitted effect of over 60% in size
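KB-V1, DMEM (no phenol red) + 10% FBS; cpd pin-transferred, titration series; 72 h, 37 degrees C; CellTiter-Glo, luminescence. Data normalized, curve-fit.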
The depositor's hits bear a star; i = inactive; ? = inconclusive; / = not tested or not shown; & = joins results of further samples; [ ] = dose if it differs, or a comment. Unless noted, calls come from the whole dose curve; as a rule, active = well fitted curve in the direction sought with a large enough effect; inconclusive = small, poorly fitted or top-dose-only effect, or another doubt; inactive = no such curve, though single readings can be large; an effect the other way counts as inactive or inconclusive. A portion of the library (hit frequency here may not be typical).

SMILES | HT1080 IDH1KD tx | SW480 rerep | HT1080NT lethal | ATXN2 expr inh | IL-1B inflam inh | ATXN viability | KB-3-1 tox | MCF10A rereplic | KB-V1 cytotox
C=C(C)[C@@H]1CC[C@]2(C(=O)O)CC[C@]3(C)C(CCC4[C@@]5(C)CC[C@H](O)C(C)(C)C5CC[C@]43C)C12 (some centres not stated) | ? | ? | ? | 4% | 41 | i | ? | ? | -14%
COc1ccc(CNCCc2ccc(Cl)cc2Cl)cc1 | 9% | ? | 2% | 2% | -3 | i | 0% | -3% | 5%
NC(Cc1ccccc1)c1nc2ccccc2[nH]1 (configuration not stated) | 8% | -8% | 7% | 3% | -1 | ? | 7% | -40%[inhibitor] | 5%
CCOc1cc(C2NCc3ccccc3-n3cccc32)ccc1O (configuration not stated) | -6% | -2% | -11% | -6% | -57* | i | -3% | 4% | -6%
O=C(c1ccc(N2CC3CC(C2)c2cccc(=O)n2C3)c([N+](=O)[O-])c1)N1CCCC1 (configuration not stated) | 0% | -4% | -12% | -3% | 8 | i | -7% | 1% | 3%
CCCc1c(C)nc(-c2ccc(C)cc2)nc1OC(=O)N(C)C | 6% | -36% | 11% | -14% | -11 | i | 1% | ? | -8%
CCc1cc(=O)oc2cc(OCC(=O)N3C[C@H]4C[C@@H](C3)c3cccc(=O)n3C4)c(Cl)cc12 | -2% | -3% | 3% | 5% | -2 | i | 0% | 8% | 0%
COC(=O)C(NC(=S)N1CC2C[C@@H](C1)Cn1c2cccc1=O)C(C)C (some centres not stated) | 1% | -5% | 8% | -16% | 6 | i | 1% | -1% | ?
Cc1ccc(S(=O)(=O)N2CCCCC2)cc1NC(=O)CSc1ncnc2ccccc12 | -3% | ? | -2% | ? | -97* | ? | 3% | ? | 16µM*
Cc1ccc2c(c1)C1CN(C)CCC1N2C(=O)Nc1cccc(C(F)(F)F)c1 (configuration not stated) | ? | 6% | ? | -13% | -4 | i | -17% | 16% | -6%
COc1ccc(CC(=O)C2C(=O)N(C)c3ccccc32)cc1OC (configuration not stated) | -19% | 0% | -3% | -17% | 4 | i | 1% | 13% | ?
CCC(=O)N1N=C(c2c(O)n(C)c(=O)n(C)c2=O)CC1c1ccccc1 (configuration not stated) | 6.5µM* | ? | ? | / | 250 | ? | 21µM* | 12% | ?
C=Cn1ccnc1P(=S)(c1c(C)nn(-c2ccccc2)c1C)c1nccn1C=C | 21%[9.24 µM] | 11% | -28% | -3% | -3 | i | 12% | 4% | 12%
C=C[C@@H]1C[C@@]1(C)[C@@H](NP(=O)(c1ccccc1)c1ccccc1)c1ccccc1 | 0% | 0% | 0% | -17% | -5 | ? | ? | 10% | -11%
Cc1cccc(N2C(=O)NC(=O)/C(=C\c3cc(C)n(-c4sc5c(c4C#N)CCCC5)c3C)C2=O)c1C | 16µM* | -29% | ? | -31% | -138* | i | 0% | 21µM* | ?

Three successive entries out of the list so far, quoted:
SMILES | HT1080 IDH1KD tx | SW480 rerep | HT1080NT lethal | ATXN2 expr inh | IL-1B inflam inh | ATXN viability | KB-3-1 tox | MCF10A rereplic | KB-V1 cytotox
C=C(C)[C@@H]1CC[C@]2(C(=O)O)CC[C@]3(C)C(CCC4[C@@]5(C)CC[C@H](O)C(C)(C)C5CC[C@]43C)C12 (some centres not stated) | ? | ? | ? | 4% | 41 | i | ? | ? | -14%
COc1ccc(CNCCc2ccc(Cl)cc2Cl)cc1 | 9% | ? | 2% | 2% | -3 | i | 0% | -3% | 5%
NC(Cc1ccccc1)c1nc2ccccc2[nH]1 (configuration not stated) | 8% | -8% | 7% | 3% | -1 | ? | 7% | -40%[inhibitor] | 5%

Molecules above with a halogen (3):
SMILES | HT1080 IDH1KD tx | SW480 rerep | HT1080NT lethal | ATXN2 expr inh | IL-1B inflam inh | ATXN viability | KB-3-1 tox | MCF10A rereplic | KB-V1 cytotox
COc1ccc(CNCCc2ccc(Cl)cc2Cl)cc1 | 9% | ? | 2% | 2% | -3 | i | 0% | -3% | 5%
CCc1cc(=O)oc2cc(OCC(=O)N3C[C@H]4C[C@@H](C3)c3cccc(=O)n3C4)c(Cl)cc12 | -2% | -3% | 3% | 5% | -2 | i | 0% | 8% | 0%
Cc1ccc2c(c1)C1CN(C)CCC1N2C(=O)Nc1cccc(C(F)(F)F)c1 (configuration not stated) | ? | 6% | ? | -13% | -4 | i | -17% | 16% | -6%

Next compounds follow:
SMILES | HT1080 IDH1KD tx | SW480 rerep | HT1080NT lethal | ATXN2 expr inh | IL-1B inflam inh | ATXN viability | KB-3-1 tox | MCF10A rereplic | KB-V1 cytotox
CC(=O)OC1(Cc2ccccc2)CN2CCC1c1ccccc12 (configuration not stated) | -8% | -5% | -10% | -15% | 0 | i | ? | 3% | -3%
O=C(CN1CCCC1)Nc1ccc(Cl)cc1C(=O)c1ccccc1 | 10% | 4% | 0% | -5% | -2 | i | 10% | 24% | ?
ClC1=C(Cl)C2(Cl)C(CBr)CC1(Cl)C2(Cl)Cl (configuration not stated) | / | -6% | / | -4% | / | i | / | 19µM* | /
O=C(CCCn1c(=O)[nH]c2cc(Cl)ccc2c1=O)N1CCC2(CC1)OCCO2 | -5% | 5% | -1% | -2% | -6 | i | 28% | -21% | -20%
CCC(CC)N1CCN(Cc2nc3ccccc3c(=O)n2-c2ccc(F)cc2)CC1 | 1% | -23% | 2% | -17% | 10 | ? | 14% | 0.58µM* | ?
O=C1NC(=O)C(=Cc2coc3ccc(O)cc3c2=O)C(=O)N1 | -23% | ? | -10% | / | -23 | i | -10% | 10% | -3%
C[N+](C)(C)CC(=O)O | 1% | 13% | -15% | 2%&1% | 14 | i | 0% | -6% | 9%
COc1cc2[nH]c(=O)n(-c3ccccc3)c(=O)c2cc1OC | 20% | -8% | 27% | 6% | -21 | i | 17% | ? | 9%
Cc1ccc(OCC(=O)N2CCN(CCc3ccncc3)CC2)cc1C | / | / | / | -3% | / | i | -14% | / | 6%
CCOC(=O)c1[nH]ncc1CN1CCCC(C(=O)c2cccc(Cl)c2)C1 (configuration not stated) | -1% | -6% | -3% | 2% | 25 | i | -6% | 0% | 8%
CC1(C)Cc2c(sc3c2C(=O)NC(c2cccnc2)N3)CO1 (configuration not stated) | 25% | -6% | 7% | 10% | 14 | i | ? | 0% | ?
CCc1ccc(OCC(=O)N2CCN(CC(=O)Nc3ccccc3Cl)CC2)cc1 | 3% | -6% | -2% | -13% | -20 | i | -7% | 9% | 1%
CCOC(=O)c1c(C)[nH]c(C(=O)C(C)N2CCCC2)c1C (configuration not stated) | -8% | -2% | -16% | -10% | -10 | i | -9% | 13% | ?
CCOC(=O)c1sc(/N=C/c2c(O)n(-c3ccccc3)c(=O)[nH]c2=O)c(C#N)c1C | 9% | -7% | 19% | 6% | -3 | ? | ? | 7% | 12µM*
O=c1c2ccccc2[nH]c(=S)n1-c1ccc2c(c1)OCCO2 | -8% | 30% | -4% | / | 11 | i | -3% | 1% | -1%
COc1ccc(OC)c(N2C(=O)NC(=O)/C(=C/c3ccc([N+](=O)[O-])s3)C2=O)c1 | -28% | -13% | -1% | 18% | -73* | i | 7% | -8% | 7%
Cc1nonc1-c1nc(-c2nonc2N)n[nH]1 | 2% | 18% | -3% | 4% | 7 | i | 0% | -24% | 4%
CC1=NN(Cc2c[nH]c3ccccc23)C(C)(C)C1 | -9% | 15% | -10% | -7% | -1 | i | -4% | 2% | -9%
O=C(Nc1ccccc1)OC1CN=C(N[N+](=O)[O-])NC1 (configuration not stated) | -8% | -18% | 18% | 1% | 6 | i | ? | -10% | -1%
CCCCC(CC)COP(=O)(OCC(CC)CCCC)OCC(CC)CCCC (configuration not stated) | -4% | ? | ? | 1% | -72* | ? | ? | 10% | ?
Cc1cccc(NC(N)=S)c1 | -4% | 6% | -13% | -15% | 27 | i | 6% | -5% | 16%
Cc1cccc(C)c1NC(=O)c1cccn(Cc2ccc3c(c2)OC(F)(F)O3)c1=O | -16% | 2% | -9% | -25% | -25 | i | ? | ? | ?
COCCCn1c(N)c(C(=O)Nc2ccccc2)c2nc3ccccc3nc21 | ? | 21µM* | ? | -38% | -76* | i | ? | ? | -7%
CCc1ccccc1N1C(=O)NC(=O)/C(=C\c2cc(C)n(C)c2C)C1=O | 20% | -1% | 12% | -15% | -3 | i | 1% | 24% | 7%
C/C=C1\NC(=O)[C@@H](NC(=O)[C@H](CCc2ccc(O)cc2)NC(=O)[C@H](C)NC(=O)[C@H](O)CO)[C@@H](C)OC(=O)[C@H](C(C)C)NC(=O)[C@H](Cc2ccc(O)cc2)N(C)C(=O)[C@H](Cc2ccccc2)N2C(=O)C(CC[C@H]2O)NC1=O (some centres not stated) | 6% | 3% | 4% | 7% | 29 | i | 0% | ? | -3%
CC(C)N1CCN(Cc2ccc3c(c2)OCCO3)CC1CCO (configuration not stated) | 18% | -5% | 7% | / | 3 | i | -13% | 0% | ?
COc1ccc(CN2Cc3cc(-c4ccccc4)ccc3-n3nncc3C2)cc1 | 0% | / | 1% | -3% | -28 | i | 0% | / | 18%
CC1(C)CC(N(CCc2ccccc2)Cc2ccccc2)CCO1 (configuration not stated) | -2% | 0% | -13% | -5% | 56 | i | 5% | 6% | -26%
COC(=O)C(=O)N1CC2(C)CNCC(C)(C1)C2=O | 18% | 0% | 8% | 14% | 12 | i | 6% | -2% | -4%
Cc1ccc(C)c(OCC(=O)N2CCN(Cc3ccc4c(c3)OCO4)CC2)c1 | -7% | -2% | -25% | -27% | -10 | i | -3% | 10% | ?
